PglD DTNB = C. jejuni PglD acetyltransferase inhibitors, primary screen, biochemical, DTNB colorimetric, single point; UDP-N-acetylbacillosamine N-acetyltransferase PglD (Campylobacter jejuni); purified PglD enzyme, DTNB colorimetric CoA detection; inhibition, % at 12.5 µM; hit rate 0.098% among 360,000; AID 602405, 2012; in the data active means inhibition above about 16%, passing the limit was not always enough; further: strong numbers were not always called active
S100A4 MyoIIA = inhibitors of S100A4-myosin IIA peptide binding, primary screen, biochemical, fluorescence polarization, TAMRA-MyoIIA peptide. Protein S100-A4 (Homo sapiens), P26447. hit rate 0.14% among 360,000. inhibition, % at 10.7 µM. AID 652163, 2013;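 active means mean inhibition of at least 70% across replicates, with every replicate also reaching that level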
Target sequence (P26447 whole entry, looked up): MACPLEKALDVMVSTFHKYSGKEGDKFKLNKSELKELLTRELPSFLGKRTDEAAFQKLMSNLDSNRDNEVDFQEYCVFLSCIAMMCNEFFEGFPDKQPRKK
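Compound dosing: one dose per compound; test system: human S100A4 monomer with TAMRA-labelled myosin IIA peptide; probe or stimulus: TAMRA-labelled myosin IIA heavy-chain peptide probe, 5 nM; medium: HEPES buffer with Ca2+, pH 7.2; schedule: 5 min incubation before reading; benchmarks: neutral control DMSO, positive control TFP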
PGC1a acetyl inh = inhibitors of PGC1a acetylation signal, primary screen, cell-based, U2OS, AlphaScreen, inhibitor mode; AlphaScreen anti-acetyl-lysine; with virally co-expressed GCN5 acetyltransferase; inhibition, % at 15.6 µM; hit rate 0.17% among 350,000; AID 651687, 2012;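 active means every replicate shows inhibition of at least 40%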;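 further: 0% = neutral control wells and 100% = positive control wells; some results beyond the cut were filed as inactive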
ERAP1 inh = human ERAP1 aminopeptidase inhibitors, primary screen, biochemical, single point, plate reader; Endoplasmic reticulum aminopeptidase 1 (Homo sapiens), Q9NZ08; recombinant ERAP1, Leu-AMC fluorescence, 60 min; inhibition, % at 10.7 µM; hit rate 0.15% among 340,000; AID 652197, 2013;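 active means mean replicate inhibition of at least 30%, or all replicates individually reaching that 30% level; inactive means mean below 30% and not every replicate reaching it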;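 further: 0% = neutral control wells and 100% = L-leucinethiol positive control wells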
Target sequence (Q9NZ08 whole entry, looked up): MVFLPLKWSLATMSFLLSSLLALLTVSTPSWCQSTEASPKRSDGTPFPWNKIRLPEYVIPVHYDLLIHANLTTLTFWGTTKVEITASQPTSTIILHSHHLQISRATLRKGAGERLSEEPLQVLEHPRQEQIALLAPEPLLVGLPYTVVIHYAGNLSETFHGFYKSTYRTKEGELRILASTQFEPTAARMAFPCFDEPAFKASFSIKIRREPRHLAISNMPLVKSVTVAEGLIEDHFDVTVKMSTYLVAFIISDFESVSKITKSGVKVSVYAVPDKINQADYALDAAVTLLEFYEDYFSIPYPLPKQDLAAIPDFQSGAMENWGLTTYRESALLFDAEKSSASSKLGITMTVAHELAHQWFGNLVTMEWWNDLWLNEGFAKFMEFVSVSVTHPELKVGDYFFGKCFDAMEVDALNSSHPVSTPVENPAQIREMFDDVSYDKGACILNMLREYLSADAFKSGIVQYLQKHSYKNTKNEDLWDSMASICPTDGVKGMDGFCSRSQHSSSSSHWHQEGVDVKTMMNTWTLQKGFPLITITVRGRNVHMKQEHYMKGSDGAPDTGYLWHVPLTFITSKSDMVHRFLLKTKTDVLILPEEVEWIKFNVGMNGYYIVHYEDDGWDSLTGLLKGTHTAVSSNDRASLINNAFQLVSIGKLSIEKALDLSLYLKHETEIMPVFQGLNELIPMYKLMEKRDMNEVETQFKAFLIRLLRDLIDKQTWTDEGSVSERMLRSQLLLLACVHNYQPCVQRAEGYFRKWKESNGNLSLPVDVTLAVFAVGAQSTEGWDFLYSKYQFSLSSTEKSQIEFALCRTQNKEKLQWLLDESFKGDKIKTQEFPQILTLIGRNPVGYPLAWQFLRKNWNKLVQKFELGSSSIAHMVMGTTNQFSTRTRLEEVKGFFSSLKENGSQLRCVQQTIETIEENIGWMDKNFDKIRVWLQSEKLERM
PAX8 reporter = inhibitors of PAX8-driven TPO luciferase reporter, primary screen, RMG-I cells, single concentration | SteadyGlo, 24 h | inhibition, % at 12.6 µM | hit rate 1.2% among 360,000;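 active means mean replicate inhibition at least 60% with every replicate also reaching 60%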;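 further: luciferase light reporting Pax8 driven TPO promoter activity; plate controls were median of neutral control wells for no effect and mitoxantrone controls for full effect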
EWS-Fli block = EWS/Fli-driven NR0B1 reporter inhibitors, primary screen, A673 cells, NR0B1 luciferase, luminescence, MLPCN library | viability-normalised | inhibition, % at 12.6 µM | hit rate 0.67% among 350,000 | AID 651661, 2012;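 active means mean inhibition of at least 50% after viability correction, with every replicate also passing that limit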;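 further: firefly luciferase signal divided by Alamar Blue viability fluorescence both relative to DMSO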
FN deposition inh = inhibitors of fibronectin matrix deposition, primary screen, AH1F cells, Alexa488-fibronectin fluorescence, plate reader | AH1F fibroblasts, overnight | hit rate 0.086% among 350,000 | inhibition, % at 12.6 µM | AID 743247, 2014;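 active means mean inhibition across replicates of 30% or more, regardless of how many single replicates reach that level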;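 further: positive control wells lacked labelled fibronectin entirely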
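Material: AH1F fibroblasts assembling fluorescent fibronectin matrix; amount: 10000 AH1F cells/well; medium: DMEM, 2% serum; reagent: Alexa488-fibronectin, 24 nM final in well; dosing: single compound dose, delivered by pin transfer; incubation: 1 h adhesion, overnight exposure; detection: fluorescence after three HBSS washes, excitation 485 nm, emission 525 nm; measure: fibronectin deposition inhibition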
LGR2 inh = inhibitors of bursicon-induced LGR2 CRE-luciferase signal, primary screen, cell-based, HEK293, CRE-luciferase reporter, bursicon stimulation; hit rate 0.35% among 380,000; inhibition, % at 9.99 µM; bursicon-stimulated, 4 h; Drosophila bursicon receptor LGR2 (rickets); AID 720647, 2013;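 active means drop in luminescence signal, shown as inhibition above about 50% in the replicate tests, limit read from the data, passing the limit was not always enough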;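 further: agonist challenge used bursicon conditioned medium at about half maximal strength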
An asterisk follows results filed as active; nt = no result given; & = joins results of further samples.

SMILES | PglD DTNB | S100A4 MyoIIA | PGC1a acetyl inh | ERAP1 inh | PAX8 reporter | EWS-Fli block | FN deposition inh | LGR2 inh
CN(C)CCC(=O)N1c2ccccc2Sc2ccc(Cl)cc21 | 1.9 | 0.0 | -1.6 | 11.6 | 24.9 | 0.2 | 10.9 | 10.0
Cc1cccc(C(=O)N2CCCC(CCC(=O)N3CCN(c4ccccn4)CC3)C2)c1 (stereo unspecified) | 1.2 | -2.1 | nt | 1.6 | 5.6 | 2.5 | -0.8 | -0.8
COc1cccc(-n2c(SCC(=O)O)nnc2-c2cccnc2)c1 | 2.3 | 5.8 | 5.2 | -1.4 | nt | -8.3 | nt | -10.5
O=C(Nc1ccc([N+](=O)[O-])cc1)Nc1nc(-c2ccc(Cl)s2)cs1 | nt | 1.8 | nt | -0.3 | 105.8* | 40.6 | -5.3 | 49.4
Cc1ccc(NC(=O)CCn2ccc([N+](=O)[O-])n2)nc1 | nt | -4.8 | 8.5 | 2.1 | 8.7 | 13.9 | 3.5 | -7.5
Cc1ccc(Cn2c(C)c(C(=O)NCC(C)C)sc2=O)cc1 | -5.1 | 6.6 | nt | nt | 5.9 | 0.9 | -0.3 | 1.8
C[C@H]1CN([C@@H](C)CO)S(=O)(=O)c2ccc(-c3ccccc3)cc2O[C@H]1CN(C)Cc1ccccn1 | -0.7 | -36.5 | -9.1 | 3.6 | nt | 2.1 | -15.3 | -3.8
CC1CCCN(CC(=O)Nc2ccc(S(=O)(=O)N3CCCC3)cc2)C1 (stereo unspecified) | -2.7 | 7.0 | 0.7 | 1.2 | -8.3 | -0.8 | 2.1 | -15.6
O=C(O)CN1CCN(C(c2ccccc2)c2ccccc2)CC1 | 3.2 | -2.0 | -9.1 | -1.9 | 14.1 | 7.7 | 3.7 | 5.8
C/C=C/c1ccc2c(c1)O[C@@H](CN(C)C(=O)Nc1ccc(C(F)(F)F)cc1)[C@@H](C)CN([C@@H](C)CO)S2(=O)=O | -1.7 | -1.9 | -9.6 | 0.3 | nt | 4.8 | 2.4 | 14.3
C[C@@H]1CN([C@H](C)CO)C(=O)Cc2cc(NC(=O)Cc3cn(C)c4ccccc34)ccc2O[C@@H]1CN(C)C(=O)Nc1ccc2c(c1)OCO2 | 0.7 | 2.6 | 8.7 | -5.2 | 8.9 | 4.1 | nt | -2.0
COc1ccc2oc(=O)c(-c3cn4ccc(C)cc4n3)cc2c1 | nt | 3.6 | -4.1 | -2.9 | -76.3 | -52.5 | 0.7 | -54.5
Cc1ccc(NC(=O)c2cc(S(=O)(=O)N3CCC4(CC3)OCCO4)ccc2F)cc1 | 1.4 | nt | -52.9 | nt | nt | nt | -12.9 | -5.0
CCCNC(=O)C[C@H]1CC[C@@H]2[C@@H](COc3ccc(NC(=O)C4CCOCC4)cc3C(=O)N2C)O1 | -1.9 | -5.9 | 2.1 | 1.2 | -5.1 | 3.1 | -17.2 | 4.2
CCCS(=O)(=O)NC(=O)C1(C)CCN(C(=O)c2ccc(F)c(Cl)c2)C1 (stereo unspecified) | 1.1 | -2.5 | -1.2 | 0.3 | -3.3 | 1.6 | nt | -5.1
COc1ccc(NC(=O)c2cc3ccccc3cc2OC)cc1 | 4.4 | -14.9 | -21.3 | 3.8 | -160.5 | -142.9 | 18.3 | -67.0
CC(=O)n1nc(-c2ccncc2)nc1SCC(=O)Nc1cccc(Cl)c1 | -1.8 | 3.7 | nt | -2.7 | 3.9 | 10.3 | 1.2 | -5.1
CC(C)C(=O)Nc1cccc(COc2ccc(CN(CCc3ccccc3)C(=O)OC(C)(C)C)cc2)c1 | 0.8 | 2.8 | -20.3 | nt | 32.1 | 11.7 | -6.8 | -3.3
C[C@@H]1CN([C@@H](C)CO)C(=O)c2cc(-c3cccnc3)cnc2O[C@@H]1CN(C)C(=O)c1cccc(F)c1 | -3.1 | -4.2 | -2.3 | 3.0 | nt | -13.7 | 5.9 | 2.2
CC(C)c1cn(CC[C@@H]2CC[C@H](NS(=O)(=O)c3ccccc3)[C@@H](CO)O2)nn1 | 4.2 | 5.1 | -3.2 | 2.0 | -6.5 | -5.1 | nt | 9.8

Taken from the results shown, 2 compounds:
SMILES | PglD DTNB | S100A4 MyoIIA | PGC1a acetyl inh | ERAP1 inh | PAX8 reporter | EWS-Fli block | FN deposition inh | LGR2 inh
CC(=O)n1nc(-c2ccncc2)nc1SCC(=O)Nc1cccc(Cl)c1 | -1.8 | 3.7 | nt | -2.7 | 3.9 | 10.3 | 1.2 | -5.1
CC(C)C(=O)Nc1cccc(COc2ccc(CN(CCc3ccccc3)C(=O)OC(C)(C)C)cc2)c1 | 0.8 | 2.8 | -20.3 | nt | 32.1 | 11.7 | -6.8 | -3.3

More entries:
SMILES | PglD DTNB | S100A4 MyoIIA | PGC1a acetyl inh | ERAP1 inh | PAX8 reporter | EWS-Fli block | FN deposition inh | LGR2 inh
CCCS(=O)(=O)n1nc(-c2ccccc2)cc1N | 1.6 | 3.7 | 3.0 | 1.4 | -25.2 | -10.3 | -1.4 | -16.7
CC1CN(S(=O)(=O)c2cccc(C(=O)NCCc3ccc(S(N)(=O)=O)cc3)c2)CC(C)O1 (stereo unspecified) | -2.4 | -1.3 | 22.1 | 0.2 | -7.2 | -0.8 | -4.6 | 1.3
O=C(Nc1cccc(NC(=O)C2CC2)n1)C1CC1 | 6.1 | nt | -0.4 | nt | -6.4 | nt | 0.6 | -21.0
C[C@@H]1CN([C@H](C)CO)C(=O)CCCn2nncc2CO[C@H]1CN(C)C(=O)Nc1cccc(Oc2ccccn2)c1 | 4.9&4.2 | 1.3&8.5 | 10.9&0.8 | 0.6&-1.2 | -13.2&1.0 | 0.9&3.7 | 2.0&0.3 | -18.9
C[C@@H]1CN([C@H](C)CO)C(=O)c2cc(NC(=O)Nc3ccc4c(c3)OCO4)ccc2O[C@@H](C)CCCCO[C@H]1CN(C)S(=O)(=O)c1cccs1 | -37.2 | -10.9 | -24.9 | 0.1 | -1.4 | 1.2 | nt | 4.4
Cc1ccnc(N2CCCC(C(=O)Nc3ccc(C)c(C)c3)C2)n1 (stereo unspecified) | -3.3 | -2.0 | nt | -0.3 | 7.2 | -3.9 | 0.5 | 9.4
Cc1ccc(S(=O)(=O)N(C)C[C@H]2Oc3ccc(NS(=O)(=O)c4cccs4)cc3C(=O)N([C@H](C)CO)C[C@H]2C)cc1 | -2.3 | 13.1 | 14.4 | 0.9 | 0.0 | -9.8 | nt | -11.2
N#Cc1nc(-c2ccc(F)cc2)oc1N1CCCCC1 | -3.7 | -1.1 | -1.6 | -0.2 | -58.9 | -16.5 | -0.4 | 2.1
CCCN1CCN(C(=O)CCCNC(=O)c2ccc(Cl)cc2)CC1 | 1.6 | 2.5 | -10.4 | -1.4 | -3.8 | -3.1 | 5.2 | -7.3
N#C[C@@H]1N[C@@H](CO)[C@@H]1c1ccc(-c2cccc(F)c2)cc1 | 0.1 | 0.4 | -2.4 | 0.0 | -12.0 | 1.2 | 9.5 | -24.9
Cc1cccc(C)c1NC(=O)CCCSc1nnc(N)s1 | nt | -4.6 | -5.0 | 1.5 | 11.6 | 2.4 | 0.8 | 0.6
Cc1ccc(S(=O)(=O)N2C[C@H]3[C@H]4C(=O)N(c5ccccc5)C(=O)[C@H]4C[C@H](OC(=O)NCc4ccccc4F)[C@@]3(O)C2)cc1 | 0.9 | -2.5 | -1.8 | -0.2 | 8.7 | -15.5 | 2.5 | -3.5
CC(=O)NCCCNS(=O)(=O)c1ccc(C)cc1 | nt | 1.6 | -2.3 | 2.7 | 4.4 | -14.1 | 5.2 | 5.8
Cc1ccc(CNC(=O)c2ccccc2CCc2ccccc2)cc1 | 0.5 | -2.0 | -12.3 | 0.2 | nt | 4.1 | nt | 6.4
C[C@@H]1CN([C@@H](C)CO)C(=O)Cc2cc(NS(=O)(=O)c3ccccc3)ccc2O[C@@H]1CN(C)Cc1ccc2c(c1)OCO2 | -9.2 | 9.0 | 1.3 | 5.1 | 5.6 | 12.8 | 0.1 | 31.7
Cc1cc(C(=O)N/N=C/c2c[nH]c3ccccc23)c(C)o1 | nt | 1.0 | nt | -6.5 | 14.5 | -7.7 | 5.7 | -20.3
COc1cc(C#N)ccc1OCC(=O)NCc1cccs1 | nt | -6.7 | nt | 1.7 | -11.4 | -6.2 | -0.4 | -4.4
Cn1cncc1COC(=O)c1ccc(Cl)cc1 | 1.7 | 9.2 | 1.9 | 1.1 | -2.5 | 0.7 | 4.8 | 0.0
CN(CCOCCOc1ccc(Cl)cc1Br)Cc1ccccc1 | nt | -18.5 | -2.2 | 10.2 | -14.8 | -2.7 | -1.1 | -8.0
CCCCN1C(=O)C(O)(CC(=O)c2c(C)n[nH]c2C)c2cc(Br)ccc21 (stereo unspecified) | 2.6 | -1.6 | -2.9 | 5.4 | 15.9 | nt | 7.9 | 11.2
CC(C)(C)NC(=O)C1N(c2cccnc2)C(=O)C2C(C(=O)Nc3ccccc3)C3(C)C=CC21O3 (stereo unspecified) | 5.1 | nt | 5.2 | nt | -1.3 | nt | -1.9 | nt
O=C(C[C@H]1C[C@@H]2c3cc(NC(=O)c4ccc5c(c4)OCO5)ccc3O[C@@H]2[C@@H](CO)O1)NCc1ccccn1 | -8.1 | 48.8 | 1.3 | -0.4 | 0.3 | 4.7 | nt | 15.6
C[C@H]1CCCCO[C@@H](CN(C)C(=O)Nc2ccc(C(F)(F)F)cc2)[C@@H](C)CN([C@@H](C)CO)C(=O)c2cc(NS(=O)(=O)c3ccccc3)ccc2O1 | -2.7 | 2.4 | -5.0 | -6.7 | 52.8 | 7.1 | -0.3 | -6.0
CCCc1nnc(NC(=O)CCC(=O)NC2CCCC2)s1 | 0.9 | -10.4 | 17.6 | -3.6 | 0.9 | -3.5 | 0.5 | -1.2
Cc1ccc(N2CCN(C(=O)C(=O)c3ccc4c(c3)OCO4)CC2)cc1 | nt | -1.8 | nt | 0.7 | -15.3 | -9.6 | 5.1 | -48.3
CNc1cncc(-c2cccnc2)n1 | -2.5 | -4.4 | 1.8 | 8.1 | -8.9 | -14.9 | -2.2 | -19.8
C[C@@H]1CN([C@@H](C)CO)S(=O)(=O)c2ccc(C#CCN(C)C)cc2O[C@H]1CN(C)Cc1ccc2c(c1)OCO2 | 3.6 | -12.3 | -36.7 | 0.3 | nt | 8.1 | 12.1 | -8.0
CCOC(=O)c1c(NC(=O)C2CCCN2S(=O)(=O)c2cccc3nsnc23)sc(C)c1C (stereo unspecified) | 0.7 | -3.2 | 8.3 | -1.8 | -16.3 | 18.7 | 4.6 | -1.1
CCCC1(C(=O)O)NC(c2ccccc2O)C2C(=O)N(c3cccc(Cl)c3)C(=O)C21 (stereo unspecified) | 2.6 | 9.8 | -4.7 | 1.9 | -1.5 | -9.2 | -9.2 | 7.4
C[C@H](CO)N1C[C@H](C)[C@H](CN(C)Cc2cccnc2)Oc2ncc(C3=CCCCC3)cc2C1=O | 7.0 | -1.9 | -2.4 | -1.0 | -12.5 | -4.9 | -3.7 | -0.7

Compound activity from PubChem BioAssay.
